Imprint erasure = inducers of genomic imprint erasure in mouse ES cells; AID 1948; mouse ES Peg3-LacZ reporter, beta-gal luminescence, 40 h; Potency, µM (titrated, usually from 60.7 µM), inactives show at the highest dose activity change, positive = activation, hits mostly activators; hit rate 0.02% among 110,000;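 further: 0% = negative control wells on the plate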
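Imprint erasure is scored as LacZ activity from the silenced maternal Peg3 allele in feeder-free female ES cells cultured 40 h with LIF. Luminescence is normalized to in-plate negative controls and fitted to the Hill equation.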
IkB signaling = inhibitors of IkB signaling in ABC-DLBCL cells. ABC-DLBCL IkBa-CBG/CBR dual luciferase ratio, 4 h; response scale: scaled: untreated 0%, proteasome inhibitor 100%. Potency, µM (titrated, usually from 57.1 µM), without a hit: at the top dose IkBa stabilization activation. hit rate 0.04% among 110,000. AID 445; active means well fitted curve in the direction sought with a large enough effect in the signal ratio, not every such curve was filed as active; inconclusive means small, poorly fitted or top-dose-only effect, or a change in a side signal; the % refers to the signal ratio;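 further: the direction sought is a rising ratio; 0% = basal untreated cells and 100% = reference inhibitor full response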
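In this assay, an IκBα–CBG68 fusion accumulates when IKK-driven degradation is blocked; native CBR normalizes for cell number. OCI-Ly3 cells were treated 4 h with compound and doxycycline, then green and red light read after Chroma-Glo addition.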
p53ts 39C kill = cytotoxicity in p53ts cells at nonpermissive temperature; H1299-p53A138V viability at 39C, ATP luminescence, 24 h; Potency, µM (series often up to 46.1 µM), for inactives: at the top dose activity change, negative = cell killing, usual class: cytotoxic; hit rate 1.5% among 130,000; AID 902; further: nearly all actives have a fitted effect of over 55% in size
p53ts 32C kill = kills p53ts cells at the permissive temperature; H1299-p53A138V at 32C, ATP luminescence viability, 24 h; Potency, µM (doses to about 46.1 µM), without a hit: top-dose activity change, negative = cytotoxicity, most hits filed as cytotoxic; hit rate 0.93% among 130,000; AID 924;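 further: 0% = DMSO and -100% = full killing by reference compound; nearly all actives have a fitted effect of over 55% in size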
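H1299-p53 A138V cells (temperature-sensitive p53) exposed 24 h to up to 46 uM compound at 32C, where p53 is wild-type in conformation. Viability read as ATP luminescence and normalised to DMSO and 100 uM tamoxifen. AC50 fitted with the Hill equation.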
* marks the source's active call; other numbers are inactive results; ? = inconclusive; nt = no result given; [ ] = remark or other dose. Unless noted, the call rests on the fitted dose curve; in most records, active means well fitted curve in the direction sought with a large enough effect; inconclusive means small, poorly fitted or top-dose-only effect, or another doubt; inactive means no such curve, though single readings can be large; an effect the other way counts as inactive or inconclusive. Unless noted, on the % scale 0 is the no-effect control and ±100 the full control effect; potency means the concentration at half of the fitted maximal effect.

Sample of the layout, 3 compounds:
molecule	Imprint erasure	IkB signaling	p53ts 39C kill	p53ts 32C kill
CC(=O)OC1C(OC(C)=O)N(C(C)=O)C(=O)N1C(C)=O (stereo unspecified)	-11%	-0.1%	-3%	-3%
OC(COc1ccc2ccccc2c1)Cn1ccnc1 (stereo unspecified)	-10%	-0.3%	-2%	5%
N#C/C(=C\c1ccccc1)c1nc(-c2cc3c(ccc4ccccc43)oc2=O)cs1	18%[10.9 µM]	1.8%	13%	12%

Main list, repeating the preview:
molecule	Imprint erasure	IkB signaling	p53ts 39C kill	p53ts 32C kill
CC(=O)OC1C(OC(C)=O)N(C(C)=O)C(=O)N1C(C)=O (stereo unspecified)	-11%	-0.1%	-3%	-3%
OC(COc1ccc2ccccc2c1)Cn1ccnc1 (stereo unspecified)	-10%	-0.3%	-2%	5%
N#C/C(=C\c1ccccc1)c1nc(-c2cc3c(ccc4ccccc43)oc2=O)cs1	18%[10.9 µM]	1.8%	13%	12%
O=C(Nc1ccc(Cl)cc1C(=O)Nc1ccncc1)c1ccco1	2%	?	4%	14%
CCC(=O)N1c2ccccc2CC1C(=O)NCCc1ccc(C)cc1 (stereo unspecified)	-13%[10.9 µM]	0.5%	-20%	-3%
CC(=O)Nc1ccc(NC(=O)c2cc3c(=O)n(Cc4cccnc4)ccc3nc2C)cc1	-7%[10.9 µM]	-1.5%	5%	-2%
O=C(CCn1c(=O)c2ccccc2n(Cc2ccc(Cl)cc2)c1=O)NCc1ccc2c(c1)OCO2	4%[10.9 µM]	-0.5%	?	10%
O=C(CS(=O)(=O)c1ccc(Cl)cc1)Nc1nc2ccc(Br)cc2s1	-6%[10.9 µM]	-1.9%	7%	-3%
COc1ccc(-c2nnc(SCC(=O)Nc3ccc(C(C)=O)cc3)nc2-c2ccc(OC)cc2)cc1	-7%[10.9 µM]	?	35%[activator]	-2%
CCOc1ccc2nc(COC(=O)c3ccco3)c(C(C)=O)[n+]([O-])c2c1	-8%	0.9%	6%	-2%
Oc1cnn(-c2ccccc2)c1	nt	nt	-19%	-13%
C[C@H](NC(=O)[C@@H]1C[C@H]1[C@@H](NC(=O)OCc1ccccc1)c1ccccc1)c1ccccc1	-11%	nt	-6%	4%
O=C(CSc1nnc(-c2ccccc2Br)o1)N1CCN(C(=O)c2ccco2)CC1	-14%	0.0%	-1%	-7%
Cc1cccc(NS(=O)(=O)c2ccc3nc(-c4ccccc4)[nH]c3c2)c1C	-14%[10.9 µM]	4.6%	?	?
Oc1ccccc1-c1nc(/C=C/c2ccc(F)cc2)no1	-24%[10.9 µM]	?	-14%	?
Cc1nc(SCn2nnc3ccccc3c2=O)c2c(C)c(C)sc2n1	-2%	0.5%	-4%	2%
CN(C)c1ccc(NC(=O)CCSc2nc(-c3ccco3)cc(C(F)(F)F)n2)cc1	-6%[10.9 µM]	-5.5%	-6%	-7%
CC1(C)c2ccccc2N2CC(=O)NC21/C=C/c1ccco1 (stereo unspecified)	-9%	15%	5%	5%
O=C(c1ccccc1)[C@@H]1O[C@H]1c1ccc(-c2ccccc2)cc1	-27%	0.3%	?	-23%
CN1c2ccccc2-c2nc(SCC(=O)Nc3ccccc3C(F)(F)F)ncc2S1(=O)=O	-2%[10.9 µM]	?	?	-21%
COCCCNC(=O)c1cc(-c2cccnc2)nc2ccccc12	-9%[10.9 µM]	-0.4%	7%	-3%
Cc1oc(-c2ccccc2F)nc1CS(=O)(=O)CC(=O)NC1CCCC1	-16%	0.8%	7%	-1%
COCCNC(=O)c1ccc2c(c1)NC(=O)CS2	-8%	1.4%	5%	3%
Brc1ccc(-c2noc(CCc3ccccc3)n2)o1	-15%	2.9%	-10%	3%
CCOC(=O)c1ccc(-c2ccc(C(=O)Nc3cccnc3)o2)cc1	-33%[inhibitor]	-3.3%	1%	5%
Cn1c(SCC(=O)Nc2ccc3cn[nH]c3c2)nnc1-c1cccs1	-2%	1.5%	15%	0%
COc1cccc(C2C(C#N)=C(N)Oc3cc(C)n(Cc4ccco4)c(=O)c32)c1 (stereo unspecified)	-18%	0.0%	8%	-3%
CCCc1cc(=O)[nH]c(SCC(=O)N(C)CC(=O)Nc2ccc(C)cc2)n1	0%	0.9%	0%	7%
CCCCC(CC)CNC(=O)C1CCN(S(=O)(=O)c2cccc3nsnc23)CC1 (stereo unspecified)	19%[10.9 µM]	1.4%	-5%	-1%
Cc1ccc(-c2ccc(=O)n(CC(=O)Nc3ccc(C(C)C)cc3)n2)cc1	-7%[10.9 µM]	?	-28%	6%
Cc1ccc(C(=O)O)cc1NC1(c2ccccc2)C(=O)c2ccccc2C1=O	6%[10.9 µM]	-2.4%	-14%	5%
CCN(CC)S(=O)(=O)c1ccc(NC(=O)c2cc3ccc4cccnc4c3[nH]2)cc1	-7%[10.9 µM]	-2.9%	-15%	7%
COc1ccc(N2CCN(CCNC(=O)c3cccn4c(=O)c5ccc(Cl)cc5nc34)CC2)cc1	-5%	-2.6%	6%	-1%
CCC(C)NC(=O)Cn1c(=O)n(-c2ccc(OC)c(OC)c2)c(=O)c2ccccc21 (stereo unspecified)	7%[10.9 µM]	-0.7%	17%	-1%
COc1ccc(C(=O)Nc2ccccc2C(=O)OCc2cc(=O)n3c4c(sc3n2)CCCC4)cc1	-5%[10.9 µM]	2.0%	5%	-4%
O=C(Cn1c(=O)n(Cc2nc(-c3ccccc3)no2)c(=O)c2cc3c(cc21)OCO3)Nc1ccc(Cl)cc1	19%[10.9 µM]	?	-4%	3%
Cc1cc(C)nc(NC2=NCC(=O)N2c2ccccc2Br)n1	-2%	-0.1%	1%	2%
CCn1c(CSc2nc(C)cc(C)n2)nnc1SCC(=O)Nc1nc(-c2ccccc2)cs1	-6%	1.8%	-4%	-3%
CCCOc1ccc(C(=O)Nc2ccc(NC(=O)c3ccccc3)c(Br)c2)cc1	-22%[10.9 µM]	-3.7%	?	9%
CCOc1ccc(NC(=O)CN2CCN(CC(=O)c3ccc(OCC)cc3)CC2)cc1	-15%	1.0%	-6%	-4%
CCCCn1c(SCC(=O)NCc2ccco2)nc2ccc(N3CCOCC3)cc2c1=O	-14%	?	0%	-4%
Cn1c(=O)c2[nH]c([C@@H]3CC(=O)C[C@H](c4nc5c([nH]4)c(=O)n(C)c(=O)n5C)N3)nc2n(C)c1=O	-2%[10.9 µM]	-1.6%[11.4 µM]	6%[9.22 µM]	5%[9.22 µM]
Cn1c(=O)c(-c2ccc(F)c(F)c2)nc2cncnc21	?	0.1%[11.4 µM]	-18%	6%
Cc1cc(C)c(NC(=O)c2c(C)nn(-c3ccc(F)cc3)c2-n2cccc2)c(C)c1	-3%[10.9 µM]	0.5%	-10%	-4%
CCCc1c(OCCCOc2ccc(OCC(=O)O)cc2)ccc(C(C)=O)c1O	5%	0.0%	10%	8%
CCCC(=O)Nc1nnc2n1CCS2	6%[10.9 µM]	0.2%	-20%	6%
COc1ccc(NC(=O)CN(C2CCCCC2)S(C)(=O)=O)cc1OC	-10%	0.0%	-11%	0%
COCCOC(=O)c1c(C)n(C)c2ccc(OC(=O)C3CC3)cc12	-20%	1.5%	8%	-3%
Cc1noc(-c2ccc(N3CCC(C)CC3)c([N+](=O)[O-])c2)n1	-12%[10.9 µM]	-0.9%	?	-29%
CCCn1c(N)c(Sc2ccc(Cl)cc2)c(=O)n(CCC)c1=O	7%	0.4%	-4%	3%
Cc1cccc(C2N3CC4(C(C)C)CN2CC(C(C)C)(C3)C4=O)c1 (stereo unspecified)	13%[10.9 µM]	3.4%	0%	-7%
CN(C)C(=O)CCc1nc(-c2ccc(C(C)(C)C)cc2)no1	-19%	4.2%	12%	1%
CCOc1ccc(-c2nc(-c3ccc(OC)cc3)no2)cc1OCC	-11%	-0.4%	-5%	0%
CCN(c1cccc(C)c1)S(=O)(=O)c1nnc(NC(=O)c2ccccc2Cl)s1	-13%[10.9 µM]	?	?	-8%
CCc1nn2c(=O)cc(COC(=O)c3ccccc3NC(=O)COc3ccc(C)c(C)c3)nc2s1	-7%[10.9 µM]	?	-8%	-4%
CCCCC[C@H](CC(=O)NO)C(=O)N[C@@H](C(=O)N1CCC[C@H]1CO)C(C)C	nt	6.0%	9%	14%
Cc1nc(-n2nc(C)c(Cc3ccc4c(c3)OCO4)c2C)sc1C(=O)Nc1cccc(Cl)c1	-3%[10.9 µM]	-0.3%	3%	-8%
Cc1ccc(Cl)cc1-n1ncc2c(NCCCc3ccccc3)ncnc21	?	-5.1%	-15%	15%
O=C(O)C1CCCN1S(=O)(=O)c1ccc(Br)s1 (stereo unspecified) (tested in a mixture with another compound)	-7%	0.8%	4%	0%
CC(C)(C)C(=O)Nc1ccccc1C(=O)NCc1ccco1	-14%	0.0%	0%	2%

Continued, overlapping the part above by 5 compounds.
molecule	Imprint erasure	IkB signaling	p53ts 39C kill	p53ts 32C kill
CCCCC[C@H](CC(=O)NO)C(=O)N[C@@H](C(=O)N1CCC[C@H]1CO)C(C)C	nt	6.0%	9%	14%
Cc1nc(-n2nc(C)c(Cc3ccc4c(c3)OCO4)c2C)sc1C(=O)Nc1cccc(Cl)c1	-3%[10.9 µM]	-0.3%	3%	-8%
Cc1ccc(Cl)cc1-n1ncc2c(NCCCc3ccccc3)ncnc21	?	-5.1%	-15%	15%
O=C(O)C1CCCN1S(=O)(=O)c1ccc(Br)s1 (stereo unspecified) (tested in a mixture with another compound)	-7%	0.8%	4%	0%
CC(C)(C)C(=O)Nc1ccccc1C(=O)NCc1ccco1	-14%	0.0%	0%	2%
CCOC(=O)c1c(C)oc2nc(C)nc(N3CCN(c4cc(Cl)ccc4C)CC3)c12	2%[10.9 µM]	?	-10%	-5%
COc1ccc2c(c1)c1c(c(=O)n(CCc3ccccc3)c(=O)n1Cc1cccc(Cl)c1)n2C	-9%[10.9 µM]	?	9%	1%
COc1ccccc1CNc1ccc(-c2nc(-c3cccnc3)no2)cc1[N+](=O)[O-]	-7%[10.9 µM]	1.7%	14%	0%
CC(CN1CCCCC1)OC(=O)c1cc2ccccc2o1 (stereo unspecified)	-6%	-2.5%	-3%	10%
CC(=O)N1CCN(c2ccc(NC(=O)c3ccccc3Br)cc2Cl)CC1	-14%	?	37%[activator]	-1%
Cc1ccc(Cl)cc1N1CCN(S(=O)(=O)c2cn(C)c(C)n2)CC1	-1%[10.9 µM]	-0.6%	-4%	10%
COc1ccc(OC)c(CNC(=O)CCc2c(C)nc3c(c2C)c(=O)n(C)c(=O)n3C)c1	-11%[10.9 µM]	-1.5%	-2%	3%
Cc1nonc1OCCNC(=O)C12CC3CC(CC(C3)C1)C2	-9%	-3.5%	-1%	2%
Cc1ccccc1CNC(=O)CCC(=O)N1CC2CCCN2c2ccccc21 (stereo unspecified)	10%[10.9 µM]	0.4%	2%	-4%
O=C(Nc1ccccc1)Nc1cccc2cccnc12	-45%[inhibitor]	?	-27%	-16%
COc1cc(NC(=O)CSc2ncccc2C(=O)OC(C)C)cc(OC)c1	-10%[10.9 µM]	?	?	-3%
COc1ccc2cc(C(=O)Nc3c(C)n(C)n(-c4ccccc4)c3=O)sc(=O)c2c1OC	-6%	3.2%	3%	10%
COc1ccc2nc(NC(=O)CCc3nc(-c4ccccc4F)no3)sc2c1	-5%	-0.4%	8%	13%
Cc1ccc(S(=O)(=O)Nc2ccc(-c3nnc(SCC#N)n3C)cc2)cc1	-3%	-1.2%	-3%	-6%
CC(=O)Nc1cccc(NC(=O)CSc2nnnn2C)c1	-6%	1.3%	-3%	-5%
O=C(Cn1ccc2ccccc2c1=O)NCCC(=O)Nc1ccc2c(c1)OCCO2	-5%	-0.1%	-5%	16%

Compound activity deposited in PubChem BioAssay by National Center for Advancing Translational Sciences (NCATS).
